Screening results as filed in PubChem.
JMJD2A Tudor = JMJD2A Tudor domain (human) inhibition | O75164 | AlphaScreen JMJD2A-Tudor / H3K4me3 peptide binding | Potency, µM (titrated, usually from 114 µM), without a hit: top-dose activity change, negative = inhibition, hits mostly inhibitors | 390,000 compounds, 4.4% hits; note: % is set by controls: 0 for no effect and ±100 for the full control effect; nearly all actives have a fitted effect of over 50% in size
POLK inh = blocks human DNA polymerase kappa activity. 400,000 compounds, 0.53% hits. purified Pol kappa, fluorescent DNA synthesis assay, 10 min. Potency, µM (top dose mostly 107 µM), inactives show at the top dose activity, negative = inhibition, most hits filed as inhibitors; note: % is set by controls: 0 for no effect and ±100 for the full control effect
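10 nM Pol kappa was preincubated with compounds for 15 min at room temperature. Reaction started with 50 nM (final) substrate. Fluorescence read kinetically at 0 and 10 min.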
BLM inh = Bloom syndrome helicase (human) inhibition. P54132. recombinant BLM DNA unwinding, fluorescence dequenching. Potency, µM (series often up to 56.1 µM), for the others: at the top dose activity change, negative = inhibition, usual class: inhibitors. 350,000 compounds, 0.2% hits. AID 2528;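 note: plate controls were vehicle for no effect and no enzyme for full effect; nearly all actives have a fitted effect of over 35% in size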
Pol iota inh = blocks human DNA polymerase iota activity | Pol iota fluorescent replication assay, 10 min | Potency, µM (top dose mostly 115 µM), inactives show top-dose activity, negative = inhibition, actives largely listed as inhibitors | 390,000 compounds, 1% hits
Target sequence (Q9UNA4 whole entry, looked up): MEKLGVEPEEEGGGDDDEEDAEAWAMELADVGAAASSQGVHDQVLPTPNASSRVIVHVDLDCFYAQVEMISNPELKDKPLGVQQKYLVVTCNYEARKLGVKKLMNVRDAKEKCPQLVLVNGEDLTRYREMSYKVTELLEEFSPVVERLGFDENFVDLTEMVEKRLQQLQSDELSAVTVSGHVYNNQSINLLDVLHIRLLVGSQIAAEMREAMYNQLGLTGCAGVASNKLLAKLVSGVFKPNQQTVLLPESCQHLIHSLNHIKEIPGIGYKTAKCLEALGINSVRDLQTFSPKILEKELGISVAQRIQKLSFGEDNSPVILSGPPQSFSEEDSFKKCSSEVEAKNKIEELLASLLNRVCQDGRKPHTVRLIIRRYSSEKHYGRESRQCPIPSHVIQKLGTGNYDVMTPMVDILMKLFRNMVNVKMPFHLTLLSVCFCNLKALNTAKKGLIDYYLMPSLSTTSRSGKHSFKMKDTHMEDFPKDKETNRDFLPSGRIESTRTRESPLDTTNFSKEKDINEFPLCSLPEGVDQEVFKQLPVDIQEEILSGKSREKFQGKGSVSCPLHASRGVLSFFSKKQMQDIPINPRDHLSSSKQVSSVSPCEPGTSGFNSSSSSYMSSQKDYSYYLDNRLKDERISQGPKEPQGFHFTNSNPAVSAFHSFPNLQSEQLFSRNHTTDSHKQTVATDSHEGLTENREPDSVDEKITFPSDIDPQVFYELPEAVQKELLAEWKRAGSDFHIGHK
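Fluorescent replication assay read twice, at 0 min and 10 min after adding 50 nM (final) substrate. Enzyme (10 nM) and compounds were first incubated 15 min at room temperature; enzyme-free buffer wells were negative controls.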
POLB inh = inhibitors of human DNA polymerase beta; Pol beta primer extension/strand displacement, fluorescence kinetic; Potency, µM (titrated, usually from 114 µM), inactives show top-dose activity change, negative = inhibition, hits mostly inhibitors; 340,000 compounds, 1.3% hits; AID 485314; note: % is set by controls: 0 for no effect and ±100 for the full control effect
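Curves were derived by four-parameter Hill fits of normalized qHTS data. The kinetic fluorescent primer-extension read was taken at 0 and 10 min after 50 nM substrate, following a 15 min room-temperature preincubation of 10 nM enzyme with compounds.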
Pol eta inh = blocks human DNA polymerase eta activity; Q9Y253; recombinant Pol eta, fluorescent DNA replication assay; 390,000 compounds, 1.2% hits; Potency, µM (highest dose often 114 µM), inactives show top-dose activity change, negative = inhibition, usual class: inhibitors; AID 588591; note: % is set by controls: 0 for no effect and ±100 for the full control effect
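Pol eta (10 nM) was preincubated with compounds for 15 min at room temperature, after which fluorescent replication substrate (50 nM final) was added to start the reaction. Fluorescence was read kinetically at 0 and 10 min.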
APE1 inh = blocks human APE1 abasic DNA cleavage; 350,000 compounds, 0.35% hits; Potency, µM (top dose mostly 65.8 µM), inactives show at the top dose activity change, negative = inhibition, usual class: inhibitors; recombinant APE1, TAMRA/BHQ-2 abasic DNA cleavage fluorescence; AID 2517; P27695;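 note: plate controls were vehicle for no effect and reference inhibitor for full effect; nearly all actives have a fitted effect of over 55% in size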
Target sequence (P27695 whole entry, looked up): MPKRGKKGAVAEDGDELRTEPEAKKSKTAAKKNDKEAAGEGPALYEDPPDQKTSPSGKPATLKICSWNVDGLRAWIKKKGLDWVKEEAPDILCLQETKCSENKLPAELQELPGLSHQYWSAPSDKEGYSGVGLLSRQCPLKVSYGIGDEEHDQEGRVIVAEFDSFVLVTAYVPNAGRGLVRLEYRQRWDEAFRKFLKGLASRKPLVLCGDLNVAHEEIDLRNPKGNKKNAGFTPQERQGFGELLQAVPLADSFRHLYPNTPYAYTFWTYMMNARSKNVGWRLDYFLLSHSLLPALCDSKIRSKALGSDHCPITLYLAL
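Measures dequenching upon AP-site incision of a 5'-TAMRA/3'-BHQ-2 THF-containing duplex, 50 nM; human APE1 0.75 nM after 15 min room-temperature exposure to compound; kinetic three-point read at one-minute spacing.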
G9a inh = G9a (human) methyltransferase inhibition; Q96KQ7; G9a H3K9 monomethylation, AlphaScreen, 2 h; Potency, µM (series often up to 102 µM), for the others: top-dose activity, negative = inhibition, hits mostly inhibitors; 350,000 compounds, 8.8% hits; AID 504332; note: % is set by controls: 0 for no effect and ±100 for the full control effect; nearly all actives have a fitted effect of over 75% in size
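Readings reflect AlphaScreen signal from monomethyl-H3K9 antibody detection. HMT at 20 nM; substrate b-H3K9 500 nM; cofactor SAM 20 uM; 2 h RT reaction; compounds tested as titrations in qHTS with 15 min preincubation.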
BAZ2B inh = blocks human BAZ2B | Q9UIF8 | AlphaScreen BAZ2B-H3K14Ac peptide displacement | Potency, µM (doses to about 114 µM), without a hit: at the highest dose activity change, negative = inhibition, actives largely listed as inhibitors | 360,000 compounds, 4.4% hits; note: % is set by controls: 0 for no effect and ±100 for the full control effect; nearly all actives have a fitted effect of over 60% in size
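Inhibition is scored as reduced AlphaScreen emission. The BAZ2B/b-H3(5-23)K14Ac complex (50 nM each) in PBS pH 7.4, 0.01% Tween-20 meets compound (up to 110 uM) for 30 min at RT before bead addition.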
* = called active by the depositor; ? = inconclusive; . = not tested or not shown; [ ] = another dose, or the depositor's remark. Calls come from the whole dose curve; as a rule, active = well fitted curve in the direction sought with a large enough effect; inconclusive = small, poorly fitted or top-dose-only effect, or another doubt; inactive = no such curve, though single readings can be large; an effect the other way counts as inactive or inconclusive. Potency is the fitted concentration of half-maximal effect. Not all compounds are listed; the hit share may differ from the screen's.

item	Compound	JMJD2A Tudor	POLK inh	BLM inh	Pol iota inh	POLB inh	Pol eta inh	APE1 inh	G9a inh	BAZ2B inh
1	COC(=O)c1ccc(C2Nc3c(C)cc(C)cc3C3C=CCC32)cc1 (stereo not given)	?	-7%	-3%	4%	?	-13%	.	4.5µM*	79µM*
2	Cc1ccc(C)c(NC(=O)CCc2ccc(C)o2)c1	-24%	-2%	-2%	17%	67%	-11%	-2%	.	?
3	CCn1c(SCC(=O)Nc2nc(C)c(C(=O)OC)s2)nnc1C(C)C	7%	5%	2%	-9%	-17%	-13%	-1%	10%	5%
4	CC1OC(OCC2OC(Oc3c(-c4ccc(O)cc4)oc4cc(O)cc(O)c4c3=O)C(O)C(O)C2O)C(O)C(O)C1O (stereo not given)	?	28µM*	-19%	?	?	10µM*	3.5µM*	.	?
5	COc1ccc2nc(SCC(=O)Nc3nccs3)[nH]c2c1	-3%	0%	0%	28%	0%	-19%	5%	.	?
6	CCCCN(C(=O)NC(=O)Nc1cc(C)ccc1C)S(C)(=O)=O	-7%	-6%	-2%	12%	15%	-10%	1%	-42%[59 µM]	0%
7	CC1(NC(=O)CCS(=O)(=O)c2ccc(Cl)cc2)CCS(=O)(=O)C1 (stereo not given)	-17%	-7%	.	4%	.	1%	1%	-5%[12.7 µM]	13%
8	CCOC(=O)c1c[nH]n(-c2ccc(C)cc2)c1=O	-15%	3%	-4%	32%[activator]	28%	-10%	3%	50µM*	-46%
9	Cc1ccc(CNC(=O)Cn2c(=O)c3sccc3n(Cc3cccc([N+](=O)[O-])c3)c2=O)cc1	.	.	-2%	.	-3%	.	19%	?	-6%
10	COc1cc(NS(=O)(=O)c2ccc3c(c2)CC(C)N3C(=O)C2CCC2)cc(OC)c1OC (stereo not given)	-25%	-16%	-4%	-7%	41%	.	.	-3%[59 µM]	-16%
11	O=C(CSc1nnc(Cn2c(=O)sc3ccccc32)n1-c1ccccc1)NCc1ccco1	-6%	-4%	-1%	-29%	-13%	-7%	-1%	-15%[59 µM]	5%
12	O=[N+]([O-])c1ccc(N2CCN(c3ccc(Cl)nn3)CC2)c(Cl)c1	-8%	-19%	1%	11%	8%	-7%	-5%	-36%	27%
13	CC(C)CC(=O)N1CCN(c2ccc([N+](=O)[O-])c(NCc3ccccc3)c2)CC1	50µM*	-1%	.	11%	.	-4%	.	.	.
14	NC(=S)N/N=C\c1ccccc1OCc1ccccc1	-28%	-4%	-4%	1%	-3%	-6%	7%	-19%[59 µM]	?
15	Cc1ccc(C)c(NC(=O)Cn2cc(C(=O)c3ccncc3)c(=O)c3cc(F)ccc32)c1	-8%	-8%[60.1 µM]	-6%	-17%	1%	14%	.	-2%[59 µM]	-18%
16	CC1CN(S(=O)(=O)c2cc(C(=O)N(CCc3ccccc3)Cc3ccccc3)ccc2Cl)CC(C)O1 (stereo not given)	-8%	-11%	.	-12%	.	-14%	-6%	-12%	-23%
17	CCOc1ccc(CCN2C(=O)CCC2(C)C(=O)NC(C)CC)cc1OCC (stereo not given)	-15%	6%	2%	-1%[58.9 µM]	89%	-15%	0%	9%[59 µM]	-2%
18	O=C(O)c1cccc(S(=O)(=O)Nc2ccc([N+](=O)[O-])cc2O)c1	?	?	-2%	?	13%	-1%	-3%	22µM*	-28%
19	O=C(CSc1nc(=O)n2ccccc2n1)Nc1ccc2c(c1)OCCO2	-21%	-7%	.	15%	.	2%	22%	-11%	12%
20	CCOC(=O)N1CCN(CC(O)COC2CC(C)CC(C)(C)C2)CC1 (stereo not given)	-8%	-5%	-2%	6%	5%	-12%	-1%	-34%[59 µM]	0%
21	COc1ccc(C)c(S(=O)(=O)Nc2ccc(OCC(=O)O)cc2)c1	-12%	-8%	4%	-18%	?	-8%	?	?	5%
22	Cc1cc(C)nc(SCc2cn3cc(Cl)ccc3n2)n1	-13%	-14%	1%	43%[activator]	8%	-5%	-1%	13%[59 µM]	-9%
23	COc1ccc2[nH]c(C(=O)O)c(CCN3C(=O)c4cccc([N+](=O)[O-])c4C3=O)c2c1	-15%	-9%	-28%	-10%	-1%	?	?	?	79µM*
24	COc1ccccc1CNC(=O)COC(=O)c1nc(Cl)ccc1Cl	-5%	-14%	.	13%	.	-3%	-6%	-32%	14%
25	O=C(CSc1ncn(-c2ccccc2)n1)Nc1ccc(Br)cn1	11%	0%	-6%	7%	-14%	-8%	-4%	3.2µM*	-26%
26	Cn1c(SCC(=O)n2c3c(c4ccccc42)CCCC3)nnc1-c1ccccc1	8%	-4%	-8%	35%[activator]	4%	-12%	-3%	?	2%
27	CCN(CC)CCCN=Cc1c(O)n(-c2ccccc2C)c(=O)c2ccccc12	-23%	-11%	4%	19%	7%	-2%	-5%	-5%	-9%
28	Cc1ccc(CNC(=O)c2cccc(N3CCCS3(=O)=O)c2)cc1	-2%	3%	-4%	25%	3%	-16%	.	-2%[59 µM]	2%
29	CCNC(=O)NC(=O)CSc1nc2ccccc2n1CC(C)C	-35%	-13%	-5%	26%	12%	-20%	-1%	?	-3%
30	N#CCCn1c(=O)c(-c2cccc(C#N)c2)nc2cnc(N3CCOCC3)nc21	.	2%[60.1 µM]	2%	.	.	.	-1%	8%[0.501 µM]	.

Continued (2 carried over from the part before).
item	Compound	JMJD2A Tudor	POLK inh	BLM inh	Pol iota inh	POLB inh	Pol eta inh	APE1 inh	G9a inh	BAZ2B inh
29	CCNC(=O)NC(=O)CSc1nc2ccccc2n1CC(C)C	-35%	-13%	-5%	26%	12%	-20%	-1%	?	-3%
30	N#CCCn1c(=O)c(-c2cccc(C#N)c2)nc2cnc(N3CCOCC3)nc21	.	2%[60.1 µM]	2%	.	.	.	-1%	8%[0.501 µM]	.
31	Cc1cccn2cc(-c3ccc(F)cc3)nc12	-19%	-15%	-1%	21%	-28%	-3%	2%	-13%	0%
32	CC(O)C(O)C(O)C(O)C1NCCS1 (stereo not given)	-1%	-4%	0%	8%	1%	-2%	-1%	?	3%
33	COc1cc(-c2noc(-c3nnn(-c4ccc(Cl)cc4)c3C)n2)cc(OC)c1OC	-14%	-20%	-1%	-11%	-18%	.	.	1%[59 µM]	2%
34	CCN(CC)Cc1c(O)ccc2c(=O)c(-c3ccccc3Cl)coc12	-3%	-17%	0%	-4%	-30%	-2%	2%	-5%	7%
35	O=C(CCC1CCN(Cc2ccccc2Cl)CC1)NC1CC1	0%	6%	-4%	-23%	23%	-7%	-3%	.	0%
36	Cc1ccc(SCC(=O)OCC(=O)NCCc2ccc(S(N)(=O)=O)cc2)c(C)c1	-13%	-5%	.	21%	.	-19%	-1%	.	.
37	O=C(Cn1ccc2cc(S(=O)(=O)N3CCCCC3)ccc21)NCc1ccccc1F	-11%	-2%	-8%	-7%	5%	-11%	5%	-13%	-9%
38	Nc1nnc(CCCCCCCCCCc2nnc(N)s2)s1	-6%	-4%	-4%	39%[activator]	?	?	5%	?	-6%
39	CCOCCOC(=O)c1ccc(-n2cnc(C)n2)nc1	-1%	-7%	-3%	14%	10%	-6%	7%	-5%	-2%
40	O=C(O)Cc1ccc(NC(=O)c2cccs2)cc1	-14%	-15%	-2%	22%	24%	-11%	3%	0%[12.7 µM]	-2%
41	CCOCCCNC(=O)CCSc1ccc(C)cc1	-2%	-8%	-1%	7%	16%	-15%	-4%	-12%[59 µM]	-7%
42	CCc1ccc(NC(=O)COc2ccc(F)cc2C(=O)c2cnn(-c3ccccc3)c2)cc1	-17%[57.1 µM]	3%	-7%	?	1%[57.1 µM]	-28%	-4%	9%	10%
43	COc1ccc(/C=C2\SC(=S)N(CCC(=O)Nc3cccc(O)c3)C2=O)cc1	-16%	-23%	-3%	?	16%	-2%	0%	.	1%
44	C=CCSc1nc2ccccc2c2nc(-c3ccccc3)nn12	4%	-4%	-1%	-15%	7%	-17%	-4%	-1%	9%
45	Cc1ccccc1OCc1nnc(SCc2cc(=O)c3ccc(C)c(C)c3[nH]2)n1C	-13%	-11%[60.1 µM]	5%	2%	1%	-4%	.	13%[59 µM]	5%

In the list so far, two contain a furan ring, fused or not.
item	Compound	JMJD2A Tudor	POLK inh	BLM inh	Pol iota inh	POLB inh	Pol eta inh	APE1 inh	G9a inh	BAZ2B inh
2	Cc1ccc(C)c(NC(=O)CCc2ccc(C)o2)c1	-24%	-2%	-2%	17%	67%	-11%	-2%	.	?
11	O=C(CSc1nnc(Cn2c(=O)sc3ccccc32)n1-c1ccccc1)NCc1ccco1	-6%	-4%	-1%	-29%	-13%	-7%	-1%	-15%[59 µM]	5%

Following part.
item	Compound	JMJD2A Tudor	POLK inh	BLM inh	Pol iota inh	POLB inh	Pol eta inh	APE1 inh	G9a inh	BAZ2B inh
46	COc1cccc(-c2c(C(=O)N/N=C/c3ccoc3)nnn2-c2nonc2N)c1	-23%	2%	-4%	13%	2%	-6%	-12%	.	-24%
47	CCOC(=O)N1CCN(C(=O)CN(c2cccc(C)c2)S(=O)(=O)c2ccc(C)cc2)CC1	-29%	3%	-1%	?	0%	8%	-2%	-40%[12.7 µM]	1%
48	OCCCn1c(C2CCCN2c2nc(-c3ccc(Cl)cc3)cs2)nc2cc(C(F)(F)F)ccc21 (stereo not given)	-28%	0%	.	11%	.	-1%	.	.	.
49	CCc1cc2c(SCC(=O)c3ccc(C)cc3)ncnc2s1	-9%[11.4 µM]	-14%	2%	-1%	3%	3%	2%	25%[59 µM]	11%
50	COc1ccc(NC(=O)C(NC(=O)c2ccccc2)C(C)C)cc1 (stereo not given)	-19%	3%	-7%	-5%	5%	-5%	17%	-3%[59 µM]	-7%
51	CC1CCN(c2c(NCC3CCC(C(=O)Nc4ccccn4)CC3)c(=O)c2=O)CC1 (stereo not given)	-1%	-12%	5%	-11%	?	-7%	-5%	-9%	-5%
52	CCOC(=O)Cc1csc(NC(=O)c2cccc(N3C(=O)CCC3=O)c2)n1	-23%	-9%[60.1 µM]	2%	?	43%	4%	0%	-9%	-4%
